hgDAF-12 ag – agonists of H. glycines DAF-12 nuclear receptor; AID 687014; activation, % at 6.8 µM; 370,000 tested, 1.8% active; HEK293 GAL4-hgDAF12 UAS-luciferase reporter, agonist luminescence; normalized to butyrate control;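 active = activation above a cutoff set at the mean of all screened compounds plus 3 SD, cut at about 10% in these data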;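 note: 0% = DMSO wells and 100% = sodium butyrate wells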
ADAM17 inh – ADAM17 inhibition, QFRET primary screen | AID 720648 | recombinant ADAM17, EDANS/DABCYL FRET peptide cleavage | 370,000 tested, 0.83% active | inhibition, % at 6.95 µM | P78536;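 active = inhibition above the mean of compounds lying between control limits plus 3 SD, set per campaign, cut at about 8.5% in these data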;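 note: 0% = DMSO-only wells as the low control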
MBD2 DNA inh – blocks human MBD2 binding to methylated DNA | 370,000 tested, 0.31% active | TR-FRET, MBD2 binding to methylated oligonucleotide | AID 686964 | inhibition, % at 4.4 µM | Q9UBB5; in the data active = inhibition above about 13%
PLC-gamma1 inh – PLC-gamma1 (human) inhibition, primary screen | purified PLC-gamma1, fluorogenic substrate, fluorescence | inhibition, % at 12.2 µM | 370,000 tested, 0.84% active | AID 720700; in the data active = inhibition above about 9.5%
Target sequence (P19174 whole entry, looked up): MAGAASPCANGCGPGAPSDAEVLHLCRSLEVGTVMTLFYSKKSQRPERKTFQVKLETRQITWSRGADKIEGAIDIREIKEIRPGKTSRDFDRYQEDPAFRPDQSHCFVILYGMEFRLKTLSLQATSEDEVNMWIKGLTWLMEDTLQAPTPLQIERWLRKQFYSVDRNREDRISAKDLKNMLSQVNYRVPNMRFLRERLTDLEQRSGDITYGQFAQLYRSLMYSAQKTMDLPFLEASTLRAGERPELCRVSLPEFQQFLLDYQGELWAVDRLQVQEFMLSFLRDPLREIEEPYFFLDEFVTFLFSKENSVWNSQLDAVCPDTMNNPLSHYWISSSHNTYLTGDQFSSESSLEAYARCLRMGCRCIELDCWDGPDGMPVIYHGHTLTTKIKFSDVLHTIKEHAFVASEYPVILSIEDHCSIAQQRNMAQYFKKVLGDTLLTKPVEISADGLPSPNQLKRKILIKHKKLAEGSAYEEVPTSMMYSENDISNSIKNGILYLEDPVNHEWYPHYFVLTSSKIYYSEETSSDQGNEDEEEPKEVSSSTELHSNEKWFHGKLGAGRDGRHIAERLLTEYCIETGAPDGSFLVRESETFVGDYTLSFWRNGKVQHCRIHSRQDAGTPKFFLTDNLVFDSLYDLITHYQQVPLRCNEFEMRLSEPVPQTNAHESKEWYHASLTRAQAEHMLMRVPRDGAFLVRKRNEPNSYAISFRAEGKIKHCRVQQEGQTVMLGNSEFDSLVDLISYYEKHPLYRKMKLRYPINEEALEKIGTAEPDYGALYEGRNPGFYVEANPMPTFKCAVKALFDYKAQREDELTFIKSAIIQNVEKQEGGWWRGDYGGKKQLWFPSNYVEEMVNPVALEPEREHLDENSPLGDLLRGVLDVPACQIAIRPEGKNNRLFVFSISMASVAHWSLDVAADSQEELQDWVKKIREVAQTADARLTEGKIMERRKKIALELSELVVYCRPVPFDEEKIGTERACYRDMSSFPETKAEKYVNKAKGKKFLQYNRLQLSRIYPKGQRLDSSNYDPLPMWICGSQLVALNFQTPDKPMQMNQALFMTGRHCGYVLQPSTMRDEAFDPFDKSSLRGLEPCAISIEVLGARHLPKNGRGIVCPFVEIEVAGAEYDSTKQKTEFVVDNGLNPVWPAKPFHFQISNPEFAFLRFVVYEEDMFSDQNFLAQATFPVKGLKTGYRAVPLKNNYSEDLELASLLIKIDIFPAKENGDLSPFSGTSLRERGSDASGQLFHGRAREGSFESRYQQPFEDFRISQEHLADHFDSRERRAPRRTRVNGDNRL
PLC-beta3 inh – blocks human PLC-beta3 enzyme activity; Q01970; Purified PLC-beta3, fluorogenic substrate, fluorescence; inhibition, % at 12.2 µM; 370,000 tested, 0.18% active; AID 720704; in the data active = inhibition above about 11%;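 note: 0% = median of compound wells on plate and 100% = full blocker control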
DAX1 inh-1 – NR0B1 (DAX1) inhibition; HEK293 Gal4-DAX1 luciferase reporter, luminescence; AID 504766; 340,000 tested, 0.99% active; inhibition, % at 6.75 µM; P51843;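 active = inhibition above the mean over all tested compounds plus 3 SD, cut at about 4.2% in these data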;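 note: 0% = DAX1-transfected cells with DMSO and 100% = empty-vector control cells with DMSO; inhibition shows as a rise in luminescence from relieved DAX1 repression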
ssDAF-12 act – S. stercoralis DAF-12 activation, primary screen. HEK293 ssDAF-12/GRIP1 lit1-tk-luc reporter, luminescence; % of 3 µM dafachronic acid response. activation, % at 6.8 µM. 370,000 tested, 1% active;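 active = activation above the mean over all tested compounds plus 3 SD, cut at about 0.9% in these data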;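 note: 0% = DMSO-only wells and 100% = 3 µM delta7-dafachronic acid wells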
SMARCA2 act – increases SMARCA2 function in MMTV reporter cells; 370,000 tested, 1% active; activation, % at 9.1 µM; AID 652017; MG213 cells, MMTV-luciferase reporter, dexamethasone, overnight; in the data active = activation above about 7.8%;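 note: 0% = vehicle wells and 100% = reference activator wells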
hcDAF-12 act – H. contortus DAF-12 activation, primary screen; HEK293 hcDAF-12 lit1-tk-luc reporter, luminescence; 0% DMSO, 100% Δ7-dafachronic acid; activation, % at 6.8 µM; 370,000 tested, 1.4% active; AID 652067;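 active = activation above the mean of all tested compounds plus 3 SD, cut at about 5.5% in these data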;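 note: 100% = response to 3 µM Δ7-dafachronic acid high control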
Rev-erbA mod – modulators of human Rev-erb alpha DNA binding; P20393; Rev-erbα–FITC-DNA binding, fluorescence polarization, 90 min; activity, % at 10 µM; 370,000 tested, 0.79% active; AID 1259318;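 active = activity above about 14%, limit read from the data; passing the limit was not always enough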;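 note: 0% = DMSO wells with 35 nM protein and 100% = DMSO wells with 750 nM protein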
DAX1 inh-2 – inhibitors of DAX1 repression of SF-1 activated StAR promoter | HEK293T StAR-luciferase reporter, SF-1/DAX-1 repression relief | 370,000 tested, 1.1% active | AID 652010 | inhibition, % at 6.8 µM;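 active = inhibition above the mean over all tested compounds plus 3 SD, cut at about 3.6% in these data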;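 note: 0% = DAX-1 cells with DMSO and 100% = cells lacking DAX-1 with DMSO; higher inhibition means more luminescence from relief of DAX-1 repression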
Numbers without * were called inactive; · = no result given.

SMILES	hgDAF-12 ag	ADAM17 inh	MBD2 DNA inh	PLC-gamma1 inh	PLC-beta3 inh	DAX1 inh-1	ssDAF-12 act	SMARCA2 act	hcDAF-12 act	Rev-erbA mod	DAX1 inh-2
CC(C)(C)N1CC2(c3ccccc3)CN(C(C)(C)C)CC(c3ccccc3)(C1)C2=O	-0.7	2	2	4	2	-0.1	-0.6	0	-2.5	-3	-0.5
O=C(NCCSc1c[nH]c2ccccc12)C1CC1	2.1	-2	1	-1	-2	0.9	-0.9	3	2.8	10	1.2
COc1ccccc1N1CCN(C(=O)c2cc3n(n2)C(C(F)(F)F)CC(c2ccco2)N3)CC1 (centres undefined)	-0.8	-5	1	-1	-2	0.0	-1.3	0	-2.3	-4	0.3
CC(=O)Nc1nc(SCc2ccc(Cl)cc2Cl)n[nH]1	0.0	-3	3	0	-1	1.5	-1.2	-3	0.2	-3	-0.2
C[C@@H]1[C@H]2CCCC[C@H]2CN(C(=O)OC(C)(C)C)[C@@H]1CC(=O)c1ccccc1	1.5	2	-2	5	-13	0.4	0.1	-3	0.5	2	0.3
O=C(NCc1ccco1)/C(=C\c1ccc(F)cc1)NC(=O)c1ccco1	0.0	-3	1	-2	-5	-0.7	-1.4	-2	2.3	-6	0.3
COc1ccc(S(=O)(=O)NC(C)C(=O)N2CCCCCC2)cc1 (centres undefined)	-1.2	1	-4	2	-2	0.3	-0.9	8.0*	-1.1	6	0.1
CN(C)c1ccc(-c2cc3ccccc3c(=O)o2)cc1	20*	-29	-3	-338	-442	2.3	1.7*	7	9.5*	-3	3.0
COc1ccccc1N(C)S(=O)(=O)c1ccc(C(=O)Nc2cccc(Br)c2)cc1	-4.2	8	1	1	0	-2.5	-1.0	-3	-4.0	3	-3.2
O=C(Nc1ccccc1[N+](=O)[O-])c1cc2ccccc2nc1Cl	4.4	-5	1	-2	-10	3.2	-0.2	2	3.7	-1	-0.2
CC(=O)Nc1cc(C(=O)N2CCCC2)ccc1S(=O)(=O)c1ccc(Cl)cc1	-2.6	-1	0	2	4	1.1	-0.8	-1	-1.9	-4	-0.1
Cc1cc(C(=O)O)cc(S(=O)(=O)N2CCOCC2)c1C	-0.7	-4	1	3	-1	1.9	-1.1	-1	-0.7	0	-0.5
CCCCN1CN(S(=O)(=O)c2ccc(OC)cc2)c2nc3ccccc3nc21	2.1	-57	-2	-37	-71	0.6	-0.8	0	-1.1	-1	0.1
C[C@@H]1CCCCO[C@@H](CN(C)Cc2ccc(C(=O)O)cc2)[C@@H](C)CN([C@H](C)CO)C(=O)c2cc(NS(C)(=O)=O)ccc2O1	0.8	-5	3	-2	-4	·	0.1	-2	0.7	-2	2.3
NNC(=O)CN(CCc1ccccc1)S(=O)(=O)c1ccc(Cl)cc1	5.9	0	0	-2	0	0.6	-1.3	1	-1.5	-1	0.6
CCOc1ccc(-c2nnn(CC(=O)NCc3ccco3)n2)cc1	1.6	3	-2	4	4	1.1	-1.1	5	-0.8	-3	-0.2
CCCOC1CCCN(C(=O)c2ccc3oc(C(C)C)nc3c2)C1 (centres undefined)	4.6	-4	3	-2	-7	2.1	-0.6	2	1.8	6	1.3
Cc1ccc(NC(=O)Cn2nnc(C(=O)NCc3ccc(Cl)cc3)c2N)cc1F	2.5	-4	-9	7	-3	0.6	-0.6	-5	1.2	-7	0.2
CCc1nnc(NC(=O)CSc2nnc(COc3cccc(C)c3)o2)s1	-1.3	-1	-8	-4	-3	0.9	-0.6	0	-1.5	2	0.3
O=C(O)Cn1nc(-c2ccc(Cl)cc2)ccc1=O	3.5	-3	0	0	-4	-0.8	-0.2	0	0.4	3	0.2
O=S(=O)(c1ccc(Cl)cc1)c1nc(-c2ccccc2F)oc1NCCCN1CCOCC1	0.7	-2	1	-5	-12	-0.4	-0.6	0	-0.9	5	-0.6
O=[N+]([O-])c1ncc(Br)cc1Nc1ccccc1	-1.4	-5	-8	-3	-11	1.2	-1.2	-5	-1.7	10	-0.6
FC(F)(F)c1ccc(C2[C@H]3CN(Cc4cccnc4)[C@H](c4ccccc4)C34CC2(c2cccnc2)C4)cc1 (some centres undefined)	-0.6	2	2	4	3	-1.8	-1.9	-1	-1.2	3	-0.8
COc1ccc(C(=O)Nc2cccc3ccccc23)cc1	2.6	-1	0	0	-7	0.9	-0.6	1	1.3	-2	0.4
C=CCn1c(SCc2cc(=O)n3cc(C)ccc3n2)nnc1-c1cccc(C)c1	-2.0	-19	2	-21	-22	-0.5	-1.6	0	-2.6	-6	-0.7
O=C(COc1ccccc1)Nc1ccc(N2CCN(C(=O)c3ccco3)CC2)cc1	-4.2	-1	-2	1	-5	-1.1	-1.4	3	-1.4	5	0.2
CCc1c(C)sc(NC(=O)Cn2nc(C)c([N+](=O)[O-])c2C)c1C(N)=O	2.7	1	-1	-2	-1	-0.8	-0.3	-2	-0.3	3	-0.1
CN(CCO)c1cc(N2CCN(C(=O)c3ccco3)CC2)c2nonc2c1[N+](=O)[O-]	1.2	1	-8	4	1	-0.3	-1.2	-3	0.8	9	0.1
COc1ccc(OCc2cc(C(=O)N(C)Cc3nccn3C)no2)c2ccccc12	3.5	-3	-1	1	-9	-0.5	-0.4	0	-0.3	7	0.0
CC(C)Cn1c(=O)c(C(=O)Nc2ccncc2)c(O)c2ccccc21	1.6	-2	-4	2	-3	1.7	-0.2	-2	-0.2	-2	-0.4
O=C(C1CCCN(S(=O)(=O)c2ccccc2)C1)N1CCCCC1 (centres undefined)	-0.9	-4	-1	0	-5	0.2	-1.3	1	-2.4	4	-1.5
CCCC(=O)NC(c1ccc(N(C)C)cc1)c1c(O)ccc2ccccc12 (centres undefined)	0.4	-1	-4	-7	-5	-1.2	-0.5	-3	2.1	1	-0.6
CC(=O)OCc1nc2sc3c(c2c(=O)[nH]1)CCCC3	-1.6	0	-10	-1	0	-0.8	-1.3	-3	-2.2	-2	0.2
CCOc1ccc2c(c1)c(C(C)=O)c(C)n2-c1ccccc1	-3.3	5	-1	-14	-25	-0.5	-1.5	6	-2.0	-3	-0.6
CC1(c2ccccc2)NC(=O)N(CC(=O)N(c2ccccc2)C2CCS(=O)(=O)C2)C1=O (centres undefined)	-0.4	-2	0	-3	2	0.7	-1.3	-3	0.6	1	-0.7
CC(=O)Nc1ccc(NC(=O)C(C)OC(=O)C2CC(=O)N(CCc3ccccc3)C2)cc1 (centres undefined)	-0.1	-3	3	1	-4	0.7	-0.2	-1	0.0	5	-0.3
C[C@H](CO)N1C[C@H](C)[C@@H](CN(C)S(C)(=O)=O)Oc2c(NC(=O)c3ccncc3)cccc2C1=O	2.0	-3	-2	0	-2	1.1	-1.4	1	-0.3	-3	-0.5
CN(C)CCNc1ccc(-c2nn(C)c(=O)c3ccccc23)cc1[N+](=O)[O-]	-0.7	-1	-10	0	1	-0.5	-1.2	-1	-0.8	16	0.6
CC(=O)N1N=C(c2ccc(Br)cc2)CC1c1cn(C)c2ccccc12 (centres undefined)	1.5	1	4	-26	-30	-0.4	-0.3	-3	0.8	4	-0.6
CC(=O)Nc1ccc(NC(=O)CS(=O)(=O)c2cn(CC(=O)N3CCC(C)CC3)c3ccccc23)cc1	1.5	-5	1	0	-3	0.2	-0.1	-1	-0.1	-1	1.5
O=C(Nc1cccc(NC(=O)c2ccco2)c1)c1cccc(Br)c1	-2.1	7	-2	9	-4	-0.1	-1.6	-1	-2.7	2	0.1
O=C(O)/C=C/C(=O)Nc1c(F)cccc1F	-1.0	-2	3	2	-5	4.2*	-1.2	-1	-1.9	1	0.2
N=c1n(CC(=O)O)c2ccccc2n1Cc1ccccc1Cl	-0.5	-10	3	-1	5	0.1	-0.2	0	-1.6	-2	-0.3
C=CCN(c1ccccc1)S(=O)(=O)c1ccc2c(c1)oc(=O)n2C	4.5	-1	-3	2	1	-0.2	-1.2	-1	-0.1	-1	1.7
CCOC(=O)C1(Cc2ccccc2)CCN(Cc2ccc(C3CCCCO3)s2)CC1 (centres undefined)	-3.3	1	-1	0	-7	-0.3	-2.1	-3	-1.3	-5	-0.7
COc1ccc2c(c1)CCCC2NS(=O)(=O)OCC(Cl)(Cl)Cl (centres undefined)	0.4	5	1	3	6	2.7	-0.8	0	-0.2	-23	-0.3
CCCC1(c2ccccc2)NC(=O)N(CC(=O)N2CC(=O)Nc3ccccc32)C1=O (centres undefined)	0.2	-3	1	0	-4	0.0	-0.4	-3	-0.9	1	1.3
O=C(CSc1nc(=O)n2ccccc2n1)NCc1ccccc1Cl	-0.9	-7	0	-6	-12	1.3	-0.7	2	-0.6	3	1.2
Cc1ccn2c(=O)c(NC(=O)COc3ccccc3)c(C)nc2c1	-2.5	-24	3	-63	-75	0.6	-1.1	-3	1.9	8	0.4
Cc1ccc(C(=O)Nc2ncc(Cc3ccc(SC(F)F)cc3)s2)cc1	-1.7	-4	5	-4	-3	1.8	-0.9	-1	-2.5	8	-1.9
CCn1c(SCC(=O)NCc2ccc(F)cc2)nc2c(c1=O)SC(C)C2 (centres undefined)	-2.1	-5	8	1	3	-0.5	-0.1	0	-1.7	2	0.8
CCN1C(=O)CC(C(=O)O)SC1=Nc1ccc(OC)cc1 (centres undefined)	1.5	-2	0	1	2	0.8	-1.2	2	-0.7	-4	-0.3
CCNc1nc(NCC)nc(N(C#N)C(C)C)n1	-2.2	-4	0	0	-6	2.7	-1.3	1	-1.5	0	-0.3
CCOC(=O)/C(=N\Nc1cc(Cl)ccc1Cl)N1CCOCC1	-1.9	0	-1	-2	2	2.5	-0.9	-1	-1.0	1	-0.7
COCCn1c(=NC(=O)CSCC(=O)NC2CCCCC2)sc2cc(OC)ccc21	-1.6	0	-4	-8	-9	2.3	-0.6	0	-0.7	-4	-0.5
Cc1ccc(NC(=O)/C=C\C(=O)NCC(=O)O)cc1C	0.2	2	-7	5	9	3.5	-1.5	-4	3.3	0	-0.1
Cc1ccc(CCNC(=O)CN(C)S(=O)(=O)c2ccc3c(c2)c(=O)n(C)c(=O)n3C)cc1	-1.6	-1	4	2	6	-1.1	-1.7	1	-1.2	2	-0.2
COc1cccc(-c2cc3nc(C)c(C)c(N4CCN(Cc5ccco5)CC4)n3n2)c1	5.5	-6	-2	-57	-84	·	-1.3	·	-1.2	-3	·
CCc1cccc(C)c1NC(=O)CN(C)Cc1cccc(F)c1	-2.5	1	0	0	5	-0.8	-0.7	2	-2.3	-1	-0.9
CCOC(=O)c1c(C)n(C(=O)c2ccco2)c(=O)n1C(=O)c1ccco1	1.4	-3	-3	8	-3	-0.1	-1.1	-1	-0.9	-1	-0.3

Part of the list above in order of length of the SMILES, highest first:
SMILES	hgDAF-12 ag	ADAM17 inh	MBD2 DNA inh	PLC-gamma1 inh	PLC-beta3 inh	DAX1 inh-1	ssDAF-12 act	SMARCA2 act	hcDAF-12 act	Rev-erbA mod	DAX1 inh-2
CCn1c(SCC(=O)NCc2ccc(F)cc2)nc2c(c1=O)SC(C)C2 (centres undefined)	-2.1	-5	8	1	3	-0.5	-0.1	0	-1.7	2	0.8
O=C(CSc1nc(=O)n2ccccc2n1)NCc1ccccc1Cl	-0.9	-7	0	-6	-12	1.3	-0.7	2	-0.6	3	1.2
O=C(O)/C=C/C(=O)Nc1c(F)cccc1F	-1.0	-2	3	2	-5	4.2*	-1.2	-1	-1.9	1	0.2

Screening results: PubChem BioAssay, several laboratories
